BLM inh – qHTS Assay for Inhibitors of Bloom's syndrome helicase (BLM); 0.2% of 350,000 active; RecQ-like DNA helicase BLM (Homo sapiens), P54132; AID 2528, 2010; recombinant BLM DNA unwinding, fluorescence dequenching; Potency, µM (top dose mostly 56.1 µM), for inactives: top-dose activity change, negative = inhibition, most hits filed as inhibitors; active = well fitted inhibition curve with a large enough effect; inconclusive = small, poorly fitted or top-dose-only effect;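 also: plate controls were vehicle for no effect and no enzyme for full effect; nearly all actives have a fitted effect of over 35% in size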
* hit, by the source's call; ? = inconclusive; & = joins results of further samples; [ ] = remark or other dose. Potency is read from the fitted curve at half-maximal effect.

SMILES	BLM inh
COC(=O)[C@@H](NC(=O)O[C@@H]1C(=O)c2cc(Br)ccc2O[C@H]1c1ccc2c(c1)OCO2)C(C)C	-3%
CC[C@H](C)C(=O)O[C@H]1CCC=C2C=C[C@H](C)[C@H](CC[C@@H]3C[C@H](O)CC(=O)O3)[C@H]21	-12%
CO[C@H]1COC(=O)[C@H](C)COC(=O)C/C=C\[C@@H](C)[C@H](OC)COC(=O)C/C=C\[C@@H]1C	-4%[12.4 µM]
COC(=O)[C@@H]1OC(c2ccccc2)O[C@H]1C(=O)OC	3%
COC(=O)[C@@]1(Cc2ccccc2)[C@H]2c3cc(C(=O)N4CCCC4)n(CCN4CNCC4=O)c3C[C@H]2CN1C(=O)c1ccccc1	2%
O=C(O)COc1ccc2ccccc2c1	-1%
COC(=O)C1(C(=O)OC)CC2=CCC3C(=O)N(c4ccccc4)C(=O)C3C2Cc2ccccc2[C@@H]1C[N+](=O)[O-] (some centres not stated)	0%
COc1cc(-c2oc3cc(O)cc(O)c3c(=O)c2OC[C@@H]2OC(O[C@@H]3O[C@@H](C)[C@H](O)[C@@H](O)[C@H]3O)[C@@H](O)[C@H](O)[C@@H]2O)ccc1O (some centres not stated)	4%
CC1C=CCCOC1c1ccccc1 (configuration not stated)	-10%[12.4 µM]
CCCCCC1=C2CNC(CC(C)C)(C(=O)OC)C=C2C(C)C1=O (configuration not stated)	0%
CC(C)C[C@@H](CC(=O)N[C@@H](CCC(=O)O)CC(=O)O)NC(=O)[C@@H]1CNCC[C@H]1NC(=O)C[C@H](CCCN)NC(=O)C[C@H](Cc1ccccc1)NC(=O)[C@@H]1CNCC[C@H]1N	2%
OC[C@H]1O[C@@H](O[C@@H]2[C@@H](CO)O[C@](O)(CO)[C@H]2O)[C@H](O)[C@@H](O)[C@H]1O	1%
COC1(C)CCC2OC2(C)CCC2C1CC2(C)C (configuration not stated)	2%
CC1CN2C(CCC(C)C2c2ccc(Br)cc2)C(=O)O1 (configuration not stated)	-5%&0%&1%[12.4 µM]
Oc1cc2c(cc1O)[C@H](c1ccccc1)CNCC2	1%
COC(=O)[C@@]1(Cc2ccc(F)cc2)[C@H]2c3cc(C(=O)N(C)C)n(Cc4cccc5ccccc45)c3C[C@H]2CN1C(=O)c1ccccc1	-13%
CCN(CC)CCCn1c(-c2ccccc2)nc2c(N3CCOCC3)nc(C)nc21	3%
COc1ccccc1-c1cncnc1Nc1ccc(F)cc1	2%
Cc1cccc(/C=C\c2ccccc2)n1	0%
Cc1cc2c(nc1C)CCCN2C[C@H](C)O/N=C1/[C@H]2O[C@@H]2[C@@H](O)[C@H]2[C@H]1CCn1c(=O)n(-c3ccccc3)c(=O)n12	5%[12.4 µM]
NCCC[C@@H](CC(=O)N[C@@H]1CCNC[C@H]1C(=O)N[C@H](CC(=O)N[C@@H](CCC(=O)O)CC(=O)O)Cc1ccccc1)NC(=O)C[C@H](Cc1c[nH]c2ccccc12)NC(=O)[C@@H]1CNCC[C@H]1N	0%
Cc1nc(N2CCOCC2)c2nc(-c3ccccc3)n(CC3CCN(C)CC3)c2n1	2%
CC1CCC(C(=O)O)NC1c1ccc(-c2ccco2)cc1 (configuration not stated)	1%[12.4 µM]
Cc1cccc(CNc2cc(-c3ccoc3)ncn2)c1	-13%
O=c1cc(-c2cc(O)c(O)c(O)c2)oc2cc(O)cc(O)c12	?
CCN(CC)CCCCC1CCN(CC(=O)N2c3ccccc3C(=O)Nc3cccnc32)CC1	5%
CCCCCCCCCCCCC(=O)N1CCCC[C@H]1CNC(=O)[C@@H](N)CCCCN	95%[activator]
CC(=O)OCC1OC(C#CCCCc2ccccc2)C=CC1OC(C)=O (configuration not stated)	2%&-3%[12.4 µM]
Cc1cnc(CNc2ncncc2-c2ccccc2CN(C)C)cn1	3%
CCc1cc2c(nc1CC)CCN(CC/C(C)=N/O[C@@H](C)c1cn([C@@H]3COC[C@@H]3O)nn1)C2	2%[12.4 µM]

Single entries from above:
BLM inh result of `Cc1cccc(CNc2cc(-c3ccoc3)ncn2)c1` = -13%
BLM inh result of `NCCC[C@@H](CC(=O)N[C@@H]1CCNC[C@H]1C(=O)N[C@H](CC(=O)N[C@@H](CCC(=O)O)CC(=O)O)Cc1ccccc1)NC(=O)C[C@H](Cc1c[nH]c2ccccc12)NC(=O)[C@@H]1CNCC[C@H]1N` = 0%
BLM inh result of `CC1CCC(C(=O)O)NC1c1ccc(-c2ccco2)cc1` (configuration not stated) = 1%[12.4 µM]
BLM inh result of `Cc1nc(N2CCOCC2)c2nc(-c3ccccc3)n(CC3CCN(C)CC3)c2n1` = 2%
BLM inh result of `COc1ccccc1-c1cncnc1Nc1ccc(F)cc1` = 2%

(listing goes on)
SMILES	BLM inh
CCCC[C@@H]1C[C@H]1C(NC(=O)c1cccs1)c1ccc(-c2ccccc2)cc1 (some centres not stated)	1%
COC(=O)C(C(C)=O)C1c2ccccc2C=C(C)N1C(=O)OC (configuration not stated)	1%[12.4 µM]
COC(=O)C1=C(C(=O)OC)[C@@H]2N(C)c3ccccc3[C@@]23C[C@@H](C(=O)OC)N(S(=O)(=O)c2ccc(Br)cc2)C3=N1	-4%[12.4 µM]
CC(=O)OC1CC2C(C)(C)C(=O)[C@@H]3OC3[C@@]2(C)C2CC[C@]3(C)C(=CC(=O)OC3c3ccoc3)[C@]12C (some centres not stated)	-1%
COc1ccc(CCN(C)CCCOc2ccc(S(=O)(=O)c3[nH]c4ccccc4c3C(C)C)cc2)cc1OC	-3%
CC1(C)Oc2ccc3ccc(=O)oc3c2CC1=O	-1%
COC(=O)C1=C(C(=O)OC)[C@@H]2N(C)c3ccccc3[C@@]23C[C@@H](CO)N(C(=O)c2ccco2)C3=N1	-3%[12.4 µM]
CCN1C(=O)[C@H]2[C@H]3[C@H](O)[C@H](O)C/C(=N/OC[C@@H]4O[C@H](c5ccccc5)C=C[C@@H]4Oc4ccc(OC)cc4)[C@@H]3CC[C@@H]2C1=O	3%[12.4 µM]
COC(=O)[C@H](COC(C)(C)C)NC(=O)O[C@H]1C(=O)c2cc(OC)ccc2O[C@@H]1c1ccc(OC)c(Br)c1	-3%
OC1c2ccccc2N=C2CCCN21 (configuration not stated)	3%
O=Nc1c(O)[nH]c2c(Cl)c(Cl)ccc12	4%
CC(C)=CCC/C(C)=C/CO/N=C1/C[C@@H](O)[C@@H](O)[C@@H]2[C@@H]3C(=O)N(c4cccc(Oc5ccccc5)c4)C(=O)[C@H]3CC[C@H]12	-5%[12.4 µM]
CC1(OC(=O)c2cnc3ccccc3n2)C(=O)C=C2C=C(c3ccc(C#N)cc3)OC=C2C1=O (configuration not stated)	5%&5%
CC(=O)OCC1OC(Oc2cc(OC(C)=O)c3c(=O)cc(-c4ccc(OC(C)=O)c(OC(C)=O)c4)oc3c2)C(OC(C)=O)C(OC(C)=O)C1OC(C)=O (configuration not stated)	-13%
CC(=O)Nc1ccc(S(=O)(=O)N2CCc3nc(-c4ccccc4)c4c(c3C2)CO[C@@H](C)C4)cc1	4%[12.4 µM]
Cc1ccncc1C(=O)O	2%
CC(=O)N[C@H]1CSSC[C@@H](C(=O)N2CCC[C@H]2C(=O)N2CCC[C@H]2C(=O)N[C@@H](CCCCN)C(=O)N[C@@H](CC(=O)O)C(N)=O)NC(=O)CNC(=O)[C@H](Cc2c[nH]c3ccccc23)NC(=O)[C@H](CCCNC(=N)N)NC(=O)[C@@H](Cc2ccc(Cl)c(Cl)c2)NC(=O)[C@H](Cc2cnc[nH]2)NC(=O)[C@H](CCC(=O)O)NC1=O	-6%
CC(C)(C)OC(=O)NCCCC1=CC2=CC(=O)C(C)(OC(=O)c3cnc4ccccc4n3)C(=O)C2=CO1 (configuration not stated)	1%
O=c1c(O)c(-c2ccccc2)oc2ccc3occc3c12	-6%
COc1cc(O)ccc1C(C)=O	1%
CC1(C)CO[C@H](CC(=O)O)CN1	-3%
CO[C@H]1COC(=O)C/C=C\[C@@H](C)[C@H](OC)COC(=O)[C@H]2CCCN2C(=O)C/C=C\[C@@H]1C	1%[12.4 µM]
COC(=O)C1(C)C=CC2(CCCCC2)N1C(C)=O (configuration not stated)	-1%
C=C(C)C1CC[C@]2(CO)CC[C@@]3(C)[C@H](CCC4[C@@]5(C)CCC(O)C(C)(C)C5CC[C@@]43C)C12 (some centres not stated)	5%
COc1c2c(cc3occ(-c4ccc5c(c4)OCO5)c(=O)c13)OC(C)(C)C=C2	-11%
Cc1noc(C)c1-c1ccc2ncnc(NCc3ccccc3)c2c1	4%
CCOC(=O)CNc1oc(-c2ccccc2)nc1-c1ccccc1	5%
CCC1OCCC=CC1C (configuration not stated)	-1%[12.4 µM]
COc1ccc(COC(=O)N/N=C2/C[C@@H](O)[C@@H](O)[C@@H]3[C@@H]4C(=O)N(C[C@@H]5CCCO5)C(=O)[C@H]4CC[C@H]23)cc1	1%[12.4 µM]
COc1ccc2c(c1OC)C(Cc1ccccc1)N1CCc3cc4c(cc3C1=C2)OCO4 (configuration not stated)	-16%

In the list so far, these contain fluorine:
SMILES	BLM inh
COC(=O)[C@@]1(Cc2ccc(F)cc2)[C@H]2c3cc(C(=O)N(C)C)n(Cc4cccc5ccccc45)c3C[C@H]2CN1C(=O)c1ccccc1	-13%
COc1ccccc1-c1cncnc1Nc1ccc(F)cc1	2%

Further compounds:
SMILES	BLM inh
CC(=O)OCC1=C[C@H]2[C@@H]3C(C)(C)[C@]3(OC(C)=O)C[C@@H](C)[C@]2(O)[C@@H]2C=C(C)C(=O)[C@@]2(O)C1	0%
CC(C)CO/N=C1/C[C@@H](O)[C@@H](O)[C@@H]2[C@@H]3C(=O)N(c4cccc(Oc5ccccc5)c4)C(=O)[C@H]3CC[C@H]12	-2%[12.4 µM]
CCCC[C@H]1C[C@@H]1[C@@H]1N(P(=O)(c2ccccc2)c2ccccc2)[C@](CO)(c2ccccc2)CC12CC2	-20%
CCCCC1=CC2=CC(=O)C(C)(OC(=O)c3ccco3)C(=O)C2=CO1 (configuration not stated)	2%
COC(=O)/C=C\c1cc(O)ccc1O	-7%
CNc1nc(-c2ccccc2OC)nc2ccccc12	158%[activator]
O=c1ccn(C2OC(COP(=O)(O)OP(=O)(O)OP(=O)(O)O)C(O)C2O)c(=O)[nH]1 (configuration not stated)	-11%
CCCCc1nc2c(c3c1C[C@H](C)OC3)CN(C(=O)C1CCCCC1)CC2	-3%[12.4 µM]
Cc1ccccc1-c1cncnc1N(C)Cc1ccco1	-4%
N#CCCCS(=O)(=O)c1nnnn1-c1ccc(F)cc1Br	4%
COc1ccc(NC(=O)c2cc(OCCCN(C)C)nn2Cc2ccccc2)cc1	1%
COc1cc(CCN2C(=O)N[C@@H](c3ccccc3)C(C(C)=O)=C2C)cc(OC)c1OC	4%
C[C@@H](c1ccccc1)N1C(=O)[C@H]2[C@H]3[C@H](O)[C@H](O)C/C(=N/NC(=O)OCc4ccccc4)[C@H]3CC[C@@H]2C1=O	1%[12.4 µM]
CC(C)CCCC(C)C1CCC2C3CC(O)[C@@]4(O)CC(O)CC[C@@]4(C)C3CC[C@@]12C (some centres not stated)	-14%
CC(C)=CCC1(CC=C(C)C)C(=O)C(C(=O)c2ccccc2)=C2OC(C)(C)CCC2(CC=C(C)C)C1=O (configuration not stated)	-2%[12.4 µM]
CC/C=C\C[C@H](O)/C=C/C=C\C/C=C\C/C=C\CCCC(=O)O	-1%
CC(C)C[C@@H](CC(=O)N[C@H](CC(=O)N[C@@H]1CCNC[C@H]1C(=O)N[C@H](CC(=O)N[C@@H](CCC(=O)O)CC(=O)O)CC(C)C)C(C)C)NC(=O)[C@@H]1CNCC[C@H]1N	3%
CCN(CC)CCCn1c(-c2ccccc2)nc2c(N(CCOC)CCOC)nc(C)nc21	3%
CCC1=C2CC[C@H]3C(=O)NC(=O)[C@H]3[C@H]2[C@@]2(C)C(=NCCc3c[nH]c4ccccc34)OC(=O)N2C1=O	-6%
COc1ccc2c(c1)c(C1=C(c3c[nH]c4ccccc34)C(=O)NC1=O)cn2CCCN(C)C	-13%
CC(C)c1cccc2cc3c(nc12)-c1cccc(=O)n1C3	2%
COc1cc(NS(C)(=O)=O)ccc1Cc1c2ccccc2nc2ccccc12	-1%
COc1cc(C(=O)O[C@H]2C/C(C)=C/CC/C(C)=C/[C@@H](O)C2C(C)C)ccc1O (some centres not stated)	-10%
CC(=O)O[C@](C)(CCC=C(C)C)C1CC=C(C)CC1 (some centres not stated)	3%
COc1ccc(-c2nc3c(c4c2C[C@H](c2ccccc2)OC4)CN(S(=O)(=O)c2ccc(Cl)c4nonc24)CC3)c(C)c1	-5%[12.4 µM]
Cc1nc(NCc2ccccc2)c2nc(-c3ccccc3)n(C(C)CN(C)C)c2n1 (configuration not stated)	-1%
CCC/C=C(\CCC)C(NC(=O)c1ccccc1)c1ccccc1 (configuration not stated)	1%
COc1ccc(COC(=O)N/N=C2/C[C@@H](O)[C@@H](O)[C@@H]3[C@@H]4C(=O)N(c5cccc(Oc6ccccc6)c5)C(=O)[C@H]4CC[C@H]23)cc1	2%[12.4 µM]
CCCCC1=CC2=CC(=O)C(C)(OC(=O)CCC(=O)OC)C(=O)C2=CO1 (configuration not stated)	-3%
N[C@@H](CSSC[C@H](N)C(=O)O)C(=O)O	-4%

Among those listed so far, two contain two or more sulfur atoms:
SMILES	BLM inh
CC(=O)N[C@H]1CSSC[C@@H](C(=O)N2CCC[C@H]2C(=O)N2CCC[C@H]2C(=O)N[C@@H](CCCCN)C(=O)N[C@@H](CC(=O)O)C(N)=O)NC(=O)CNC(=O)[C@H](Cc2c[nH]c3ccccc23)NC(=O)[C@H](CCCNC(=N)N)NC(=O)[C@@H](Cc2ccc(Cl)c(Cl)c2)NC(=O)[C@H](Cc2cnc[nH]2)NC(=O)[C@H](CCC(=O)O)NC1=O	-6%
N[C@@H](CSSC[C@H](N)C(=O)O)C(=O)O	-4%

The list is partial, so the mix of outcomes need not match the whole.
